Source: PubChem BioAssay (National Center for Advancing Translational Sciences (NCATS))
12-hLO inh – inhibitors of human 12-lipoxygenase (ALOX12) | P18054 | purified 12-hLO, xylenol orange hydroperoxide absorbance | Potency, µM (highest dose often 57.1 µM), for inactives: at the top dose activity change, negative = inhibition, hits mostly inhibitors | 150,000 tested, 0.12% active; also: potency is read from the fitted curve at half-maximal effect; nearly all actives have a fitted effect of over 55% in size; many of its hits are not listed in these tables
Target sequence (P18054 whole entry, looked up): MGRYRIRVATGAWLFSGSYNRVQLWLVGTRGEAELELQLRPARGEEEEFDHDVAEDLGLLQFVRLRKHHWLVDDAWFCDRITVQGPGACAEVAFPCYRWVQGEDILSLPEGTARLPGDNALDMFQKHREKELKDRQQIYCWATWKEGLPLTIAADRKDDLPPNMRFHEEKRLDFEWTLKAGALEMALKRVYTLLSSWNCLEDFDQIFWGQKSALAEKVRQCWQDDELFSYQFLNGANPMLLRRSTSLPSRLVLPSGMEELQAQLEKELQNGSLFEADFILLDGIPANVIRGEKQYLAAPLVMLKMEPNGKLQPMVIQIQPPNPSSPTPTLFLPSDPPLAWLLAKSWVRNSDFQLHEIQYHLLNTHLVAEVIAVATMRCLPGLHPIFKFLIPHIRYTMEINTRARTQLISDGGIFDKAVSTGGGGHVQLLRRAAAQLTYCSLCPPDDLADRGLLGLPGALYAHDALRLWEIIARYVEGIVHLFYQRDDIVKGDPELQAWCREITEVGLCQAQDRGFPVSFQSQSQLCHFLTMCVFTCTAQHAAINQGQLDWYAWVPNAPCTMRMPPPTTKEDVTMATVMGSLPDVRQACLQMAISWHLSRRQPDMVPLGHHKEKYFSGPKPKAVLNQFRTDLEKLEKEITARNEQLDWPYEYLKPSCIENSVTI
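150 nM 12hLO, 25 mM Hepes pH 7.0 + 0.01% Triton X-100; cpd preinc 15 min RT; 40 uM arachidonic acid, 30 min RT; Fe-XO 30 min; A573/A405 ratio as read-out.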
PNC assembly inh – inhibitors of perinucleolar compartment assembly. 140,000 tested, 3.1% active. activity change (PNC), negative = inhibition, % at 10 µM. PC3M PTB-GFP, PNC prevalence imaging, 16 h; active compounds read low. AID 2417;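 active = readout at or below -70, meaning at least 70% loss of cells showing the perinucleolar compartment, a nuclear body marking cancer cells; inconclusive = readout between -30 and a set limit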;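 also: plate controls were DMSO wells for no effect and camptothecin positive control wells for full effect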
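Read-out is percentage of cells bearing a perinucleolar compartment, from automated 20x imaging of fixed, Hoechst-stained PC3M PTB-GFP cells. Cells were seeded 4 h, then exposed 16 h to compound (23 nl of library stock) in duplicate plates.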
IMPase cell inh – IMPase inhibition in cells. CHO-M1 cells, IP1 accumulation, HTRF TR-FRET ratio. inhibition (IP1 accumulation), % at 46.1 µM. 120,000 tested, under 10 active; active = well fitted curve in the direction sought with a large enough effect in the signal ratio, not every such curve was filed as active; inconclusive = small, poorly fitted or top-dose-only effect, or a change in a side signal; inactive = no such curve, though single readings can be large or run the other way; the % refers to the signal ratio;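 also: cells stimulated with carbachol in lithium chloride buffer; plate controls were DMSO basal wells for no effect and reference inhibitor wells for full effect; higher means more IMPase inhibition seen as more IP1 and lower FRET ratio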
Target sequence (P97697 whole entry, looked up): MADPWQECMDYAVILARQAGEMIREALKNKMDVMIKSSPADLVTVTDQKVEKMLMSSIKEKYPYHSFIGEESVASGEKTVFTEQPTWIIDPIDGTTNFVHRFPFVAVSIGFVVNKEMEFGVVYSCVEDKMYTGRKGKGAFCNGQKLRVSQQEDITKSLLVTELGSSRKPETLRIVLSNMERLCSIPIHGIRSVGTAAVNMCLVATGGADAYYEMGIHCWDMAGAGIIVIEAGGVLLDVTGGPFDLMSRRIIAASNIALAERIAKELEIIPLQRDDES
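The IP-One HTRF competitive assay in carbachol-stimulated CHO-M1 cells quantifies cellular IP1. Compounds spanned up to 46 uM final, and activity is expressed as AC50 from concentration-response fits of the ratio and donor data.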
15-hLO-2 inh – blocks human 15-lipoxygenase 2 activity; purified 15hLO-2, xylenol orange hydroperoxide absorbance; Potency, µM (top dose mostly 57.1 µM), inactives show at the top dose activity change, negative = inhibition, usual class: inhibitors; 110,000 tested, 0.56% active; also: potency is read from the fitted curve at half-maximal effect; nearly all actives have a fitted effect of over 60% in size; many of its hits are not listed in these tables
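Enzyme 50 nM, AA 45 uM, 25 mM Hepes pH 7.5 + 0.01% Triton X-100; cpd preinc 15 min RT, rxn 90 min RT; stop/detect with 200 uM XO + 300 uM Fe(II) in 50 mM H2SO4, 30 min; A573/A405.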
The depositor's hits bear a star; ? = inconclusive; nt = not tested or not shown; [ ] = remark or other dose. Unless noted, calls follow the shape of the dose curve; as a rule, active = well fitted curve in the direction sought with a large enough effect; inconclusive = small, poorly fitted or top-dose-only effect, or another doubt; inactive = no such curve, though single readings can be large; an effect the other way counts as inactive or inconclusive. Unless noted, % is scaled to controls: 0 for no effect and ±100 for the full control effect.

Sequence of screens: 12-hLO inh, PNC assembly inh, IMPase cell inh, 15-hLO-2 inh
O=C(CN1C(=O)c2ccccc2S1(=O)=O)NCCSC1CCCCC1
 : 1%, ?, 8, -4%
CN(CC(=O)O/N=C(\N)c1cccc([N+](=O)[O-])c1)S(=O)(=O)c1ccccc1
 : -11%, 6, 0, -1%
COc1ccc(NC(=O)CC(c2ccc(F)cc2)c2ccc(OC(C)C)cc2)cc1 (stereo not drawn)
 : 1%, -19, nt, nt
COCCn1c(N)c(C(=O)OCc2ccccc2)c2nc3ccccc3nc21
 : -12%, -2, ?, -23%
OCC(CO)(CO)N=Cc1cc(Br)ccc1O
 : -10%, 9, 1, 2%
CCn1c(SCC(=O)n2nc(C)cc2C)nnc1-c1ccc2c(c1)OCO2
 : 3%, -18, -1, -4%
COc1ccc(-n2nc3cc(C)c(NC(=S)NC(=O)c4ccccc4C)cc3n2)cc1
 : -13%, 17, -10, ?
Cc1ccc(N2CC(C(=O)NCc3cccs3)CC2=O)cc1 (stereo not drawn)
 : -2%, 3, 6, 1%
Cn1c(=O)c2c(nc(OCc3ccc4c(c3)OCO4)n2Cc2ccccc2Cl)n(C)c1=O
 : 5%, 103, 13, 11%
Cc1ccc(S(=O)(=O)N2CCN(c3ccc(S(=O)(=O)N4CCOCC4)cn3)CC2)cc1
 : -3%, -2, -2, -9%
O=C(CSCc1c(Cl)cccc1Cl)Nc1ccccc1C(=O)N1CCOCC1
 : 2%, ?, -7, -1%
COc1ccccc1NC(=O)N1CCn2c(nc3ccccc32)C1
 : 4%, ?, -6, 2%
Cc1ccc(NC(=S)NCc2ccc3c(c2)OCO3)cc1
 : -8%, 31, -1, nt
C=CCc1ccc(OCCOCCOc2cccc3cccnc23)c(OC)c1
 : 0%, 9, nt, nt
COC(=O)CNC(=O)CSc1nc(N)cc(=O)[nH]1
 : -5%, 2, -1, -5%

A different layout for some results above.
smiles,12-hLO inh,PNC assembly inh,IMPase cell inh,15-hLO-2 inh
OCC(CO)(CO)N=Cc1cc(Br)ccc1O,-10%,9,1,2%
CCn1c(SCC(=O)n2nc(C)cc2C)nnc1-c1ccc2c(c1)OCO2,3%,-18,-1,-4%
COc1ccc(-n2nc3cc(C)c(NC(=S)NC(=O)c4ccccc4C)cc3n2)cc1,-13%,17,-10,?
Cc1ccc(N2CC(C(=O)NCc3cccs3)CC2=O)cc1 (stereo not drawn),-2%,3,6,1%

Going on with the list.
Sequence of screens: 12-hLO inh, PNC assembly inh, IMPase cell inh, 15-hLO-2 inh
Cc1ccsc1/C=c1\sc2ncnn2c1=O
 : -4%, 17, 0, -6%
CCCCNC1=C(Br)C(=O)CC(C)(C)C1
 : -2%, -22, -2, -10%
CC(C)(C)n1nnnc1C(c1ccncc1)N(Cc1ccccc1)Cc1ccco1 (stereo not drawn)
 : -1%, -5, 25, 15%
CCCC(=O)NCCc1nc2cc([N+](=O)[O-])ccc2n1C
 : 1%, ?, nt, nt
CCOC(=O)CCCNC(=O)COC(=O)c1cc(C)cc(C)c1
 : 3%, -26, -1, nt
C=CCSc1nccc(-c2nn(-c3ccc(C)cc3)ccc2=O)n1
 : -6%, ?, -2, -19%
CCC(=O)N1CCN(c2nc(C)nc3sc(C)c(C)c23)CC1
 : -1%, 48, -13, 4%
NC1=NC(=O)C(Cc2cc(Cl)ccc2Cl)S1 (stereo not drawn)
 : -1%, -5, -2, -8%
CCOC(=O)c1c(NC(C)=O)no[n+]1[O-]
 : 3%, ?, -1, nt
CC(C)/C=N/NC(=O)c1cc(Br)ccc1O
 : -6%, 62, nt, nt
CCOC(=O)c1ccccc1NC(=O)Cc1ccccc1OC
 : -4%, ?, 1, nt
O=C1CCc2cc(S(=O)(=O)N3CCC(C(=O)Nc4nccs4)CC3)ccc2N1
 : 4%, -3, 8, nt
COc1ccccc1C(=O)NCCN1CCN(C(=O)c2ccccc2OC)CC1
 : 1%, 19, -2, -9%
Cc1ccccc1-c1noc(-c2ccc(O)cc2)n1
 : -10%, ?, -6, 0%
Cc1noc(C)c1C(=O)N1CCC2(CCCN(c3ccncc3)C2)CC1
 : -1%, nt, nt, 1%
Cc1ccc(/C=N/n2c(C3CCCCC3)n[nH]c2=S)s1
 : 1%, 7, nt, nt
O=S(=O)(c1ccc(-c2cn3ccccc3n2)cc1)N1CCOCC1
 : 2%, 14, -14, -2%
O=C(c1ccc(F)cc1)c1c[nH]c(C(=O)NCc2ccco2)c1
 : 4%, -15, 8, -1%
C=CCN(C(=O)c1ccccc1)c1ccc(OC)cc1
 : -2%, -8, 5, -2%
O=C1c2ccccc2C(=O)N1CCCn1nnc(-c2ccc(N3CCOCC3)cc2)n1
 : -2%, 25, -5, 4%
CC(=O)c1cccc(NC(=O)Nc2cccnc2)c1
 : 3%, -2, 0, nt
Cc1ccc(CCNC(=O)C2CCCN(S(=O)(=O)c3cccc4nsnc34)C2)cc1 (stereo not drawn)
 : -4%, ?, 7, -22%
O=[N+]([O-])c1ccc(Cl)c(/C=N/n2c(-c3cccnc3)n[nH]c2=S)c1
 : -1%, 3, -7, nt
CCOc1cc(C(=O)N2CCN(c3ccccc3)CC2)cc(OCC)c1OCC
 : -3%, ?, 4, 0%
CCOc1ccc(-c2nc(CSc3nnc(C)s3)cs2)cc1OC
 : -9%, 4, -14, -3%
Cc1ccc(OCc2nnc(NC(=O)c3ccco3)s2)cc1
 : -2%, ?, -5, -6%
COc1ccc2c(c1)C(=O)c1ccccc1CO2
 : ?, ?, -2, -11%
Nc1c(S(=O)(=O)c2cccs2)c2nc3ccccc3nc2n1CC1CCCO1 (stereo not drawn)
 : 7%, ?, -9, -15%
COC(=O)c1c(NC(=O)C2COc3ccccc3O2)sc2c1CCN(C(C)=O)C2 (stereo not drawn)
 : -5%, ?, nt, nt
N=c1c2c3c(sc2ncn1CCN1CCOCC1)CCCCC3
 : -1%, 16, 9, 9%
CC(C)OC(=O)CSc1nnc(Cc2ccccc2)n1C
 : -2%, -4, 19, 4%
CC1CCCC(NC(=O)CN(C)S(=O)(=O)c2cccc3cccnc23)C1C (stereo not drawn)
 : 0%, 60, 6, -7%
COc1ccc(OCCn2c(C)c(/C=N/n3cnnc3)c3ccccc32)cc1
 : -1%, 107, 7, -1%
CCOc1ncccc1C(=O)OCC(=O)Nc1c(C)cc(C)cc1C
 : -3%, ?, -3, 0%
COc1ccc(NC(=O)C(NC(=O)Cc2cccs2)c2ccc(C)cc2)cc1 (stereo not drawn)
 : 0%, 8, -3, nt
CC(C)(C)n1nnnc1C(c1ccc(F)cc1)N1CCN(Cc2ccc3c(c2)OCO3)CC1 (stereo not drawn)
 : -2%, -8, 29, 29%
COC(=O)COc1cc(C)cc2oc(=O)c(CC(=O)OC)c(C)c12
 : 3%, 3, -3, 4%
COc1cc(/C=N/N2C(=O)C3C4c5ccccc5C(c5ccccc54)C3C2=O)ccc1O (stereo not drawn)
 : 0%, ?, -7, nt
C#CCSc1nc(Cc2ccc(Cl)cc2)nc2ccccc12
 : 1%, 57, 4, 16%
COc1cc(OC)cc(C(=O)Nc2ncc3c(n2)CC(C)(C)CC3=O)c1
 : 0%, 13, -9, -7%
CCN1C(=O)c2cccc3c(S(=O)(=O)NCCc4c[nH]c5ccccc45)ccc1c23
 : -14%, 7, 7, -12%
CCc1cc2c(CN3CCN(C)CC3)cc(=O)oc2cc1O
 : 6%, -9, -6, 14%
Cc1cc(C)c(NC(=O)c2ccccc2N(C)S(C)(=O)=O)c(C)c1
 : 1%, 21, 9, 7%
COc1cc(S(=O)(=O)Nc2ccc(C)cc2)ccc1N=Cc1c(C)[nH]n(-c2ccc(C)cc2)c1=O
 : -3%, 1, nt, nt
Cc1cccc(C(=O)Nc2ccccc2C(=O)OCc2c(C)noc2C)c1
 : 1%, -29, 9, 3%

For reference, some entries already given:
Sequence of screens: 12-hLO inh, PNC assembly inh, IMPase cell inh, 15-hLO-2 inh
CC(C)OC(=O)CSc1nnc(Cc2ccccc2)n1C
 : -2%, -4, 19, 4%
CC1CCCC(NC(=O)CN(C)S(=O)(=O)c2cccc3cccnc23)C1C (stereo not drawn)
 : 0%, 60, 6, -7%

Next records follow:
Sequence of screens: 12-hLO inh, PNC assembly inh, IMPase cell inh, 15-hLO-2 inh
CC(=O)N1CCN(Cc2nc3cc(NC(=O)c4ccccc4C)ccc3n2C)CC1
 : 1%, 15, -2, 2%
CCOC(=O)C1CCCN(c2c(Nc3ccc(C)c(C)c3)c(=O)c2=O)C1 (stereo not drawn)
 : -4%, 34, 21, -14%
CCOC(=O)c1c(NC(=O)CC2Sc3ccc(C(F)(F)F)cc3NC2=O)sc(C)c1C (stereo not drawn)
 : -3%, 26, -4, nt
FCCCOc1ccc(/C=N/OCc2ccc(Cl)cc2Cl)cc1
 : 5%, 27, 4, -7%
Nn1c(SCC(=O)N2CCc3ccccc3C2)nnc1-c1cccs1
 : -5%, -19, 0, 1%
N[C@@H](Cc1ccccc1)c1nnc(SCc2ccccc2F)o1
 : -1%, 6, 5, 5%
Cc1ccc(S(=O)(=O)N2CCN=C2SCc2ccc(Cl)c(Cl)c2)cc1
 : 0%, 24, nt, nt
COc1ccccc1CC(=O)NCC1CCCO1 (stereo not drawn)
 : -4%, 4, -2, -3%
COc1ccc(CNCCSc2nnnn2C)cc1OC
 : 3%, 1, -3, 4%
CCOC(=O)CSc1nc(-c2ccc3c(c2)OCO3)ccc1C#N
 : -10%, -25, ?, -2%
CCOC(=O)Cc1csc(NC(=O)C2CCCN(S(=O)(=O)c3cnc[nH]3)C2)n1 (stereo not drawn)
 : -6%, -7, 4, 2%
Cc1cc(C)nc(-n2nc(C)c3c(C(F)F)cc(C)nc32)n1
 : -1%, ?, -4, 2%
O=C(c1cc2ccccc2c(=O)o1)N1CCCC1
 : -1%, 20, nt, nt
O=C(Cc1c[nH]c2ccccc12)NCc1ccc2c(c1)OCO2
 : -10%, -3, 2, 3%
O=C(O)c1cnn2cc(-c3[nH]ncc3[N+](=O)[O-])cnc12
 : 2%, -7, nt, nt
CCOc1cc(C=O)ccc1OCCSc1ccc(Cl)cc1
 : -3%, 19, 5, -1%
CC(=O)OC1CC(n2ccc(NC(=O)c3ccccc3)nc2=O)OC1CO (stereo not drawn)
 : -6%, ?, 6, -14%
Cc1ccccc1OCC(O)Cn1c(N2CCN(c3ccccc3)CC2)nc2c1c(=O)[nH]c(=O)n2C (stereo not drawn)
 : -2%, 0, nt, nt
Cc1ccc(S(=O)(=O)N2CCC(C(=O)NCCCN3CCCCCC3)CC2)cc1
 : -18%, ?, 10, 34%[activator]
Cc1cc(NC(=O)c2ocnc2C)no1
 : -4%, 30, -1, 0%
CO/N=C/NC(=O)c1cn(-c2ccc(F)cc2)c(=O)c2ccccc12
 : -2%, -14, 4, 13%
Cc1ccc(NC(=O)CCNS(=O)(=O)c2cc(Br)cnc2N)cc1Cl
 : -8%, 43, nt, nt
Cc1ccc2nc(/C(C#N)=C\c3ccc(N4CCCCC4)c([N+](=O)[O-])c3)[nH]c2c1
 : -20%, -4, 13, ?
O=C(Nc1cccnc1)c1noc2c1CCCC2
 : 0%, -3, 2, 0%
CN(C)c1ccc(CNCCC2(O)CCOC(C)(C)C2)cc1 (stereo not drawn)
 : 0%, 5, 8, 6%
COc1ccc(OC)c(NS(=O)(=O)c2ccc3c(c2)n(C)c(=O)n3C)c1
 : -6%, 3, 9, 7%
O=c1[nH]n(-c2ccccn2)c(=O)c2ccccc12
 : 2%, 3, 17, 7%
Cc1cc2ccccc2c(=O)n1CC(=O)NCC(=O)N1CCCC(C)C1 (stereo not drawn)
 : -5%, 23, -4, 8%
O=C(O)CCCC(=O)Nc1ccc(N2CCCC2)cc1
 : -6%, 8, ?, 1%
CCOC(=O)C(NC(=O)c1ccccc1F)(Nc1cc(C)on1)C(F)(F)F (stereo not drawn)
 : 0%, 18, nt, nt
CCOC(=O)c1c(NC(=O)c2ccco2)sc2c1CCCCC2
 : -7%, -26, 2, 0%
COCCN(C(=O)Cn1nnc2ccccc21)C(C(=O)NC1CCCC1)c1cc(OC)ccc1OC (stereo not drawn)
 : 1%, ?, 7, 9%[2.29 µM]
